Bioassay records as filed in PubChem BioAssay.
tim10-1 inh = growth inhibitors of tim10-1 mutant yeast, primary screen, luminescence, uHTS; S. cerevisiae tim10-1 ts strain growth, BacTiter-Glo, 24 h; inhibition, % at 20 µM; actives 2.2% (n = 330,000); AID 463190, 2010;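 active = inhibition of at least 40%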;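 also: mutant grown at 25 °C; 0% = DMSO wells with yeast and 100% = wells holding no yeast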
CHOP UPR activ = activators of apoptotic CHOP UPR arm, primary screen, cell-based, CHO-CHOP luciferase reporter, luminescence, uHTS | actives 0.34% (n = 330,000) | activation, % at 10 µM | UPR activation; percent of tunicamycin response over DMSO baseline | AID 449763, 2010;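 active = at 10 µM dose, activation of 40% or more, normalized to positive control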;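 also: 100% = tunicamycin at 10 µg/mL and 0% = DMSO alone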
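Test system: CHO CHOP reporter cells. Input: 500 CHO-CHOP cells per well. Medium: F12 with 10% FBS. Technique: luciferase luminescence. Measure: percent activation relative to tunicamycin control. Dosing: 10 µM compound, 0.5% DMSO. Timing: 16-18 h cell attachment, then 6 h compound exposure, 37 °C.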
697 NFkB inh = inhibitors of PMA/ionomycin-induced NF-kB reporter, 697 cells, primary screen, B-cell NF-kB inhibitor project, cell-based, luminescence, uHTS. 697 B-cell NF-kB luciferase reporter, 16 h. inhibition, % at 4 µM. actives 0.33% (n = 330,000). AID 435022, 2010; in the data active = inhibition above about 35%
tim23-1 inh = growth inhibitors of tim23-1 mutant yeast, primary screen, luminescence, uHTS | S. cerevisiae tim23-1 growth, BacTiter-Glo luminescence, 24 h | inhibition, % at 20 µM | actives 1.3% (n = 330,000) | AID 463212, 2010;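 active = growth inhibition of the mutant yeast at or above 50%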;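 also: temperature-sensitive mutant grown at 25 °C; plate controls were DMSO-treated mutant yeast for no effect and medium wells lacking yeast for full effect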
Mdm2-MdmX inh = inhibitors of human Mdm2-MdmX association, primary screen, cell-based, luminescence, split luciferase, SaOS-2, uHTS; SaOS-2 split-luciferase Mdm2/MdmX complementation; inhibition, % at 8 µM; actives 3% (n = 330,000); AID 485346, 2010;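 active = inhibition of at least 50% at 8 µM in the primary screen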
Target sequence (O15151 whole entry, looked up): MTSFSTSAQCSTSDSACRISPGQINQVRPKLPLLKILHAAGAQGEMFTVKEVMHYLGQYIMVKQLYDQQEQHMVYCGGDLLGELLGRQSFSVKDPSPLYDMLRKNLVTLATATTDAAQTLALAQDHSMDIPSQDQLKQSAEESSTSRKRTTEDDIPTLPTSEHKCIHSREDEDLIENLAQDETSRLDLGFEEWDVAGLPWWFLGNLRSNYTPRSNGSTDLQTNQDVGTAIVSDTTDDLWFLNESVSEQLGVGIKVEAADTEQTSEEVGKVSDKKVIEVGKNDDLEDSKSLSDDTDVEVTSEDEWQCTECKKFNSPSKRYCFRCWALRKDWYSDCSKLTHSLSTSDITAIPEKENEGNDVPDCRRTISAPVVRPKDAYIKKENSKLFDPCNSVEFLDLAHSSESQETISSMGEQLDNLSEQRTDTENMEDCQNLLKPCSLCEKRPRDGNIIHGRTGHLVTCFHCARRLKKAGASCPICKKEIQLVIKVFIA
Target sequence (Q00987 whole entry, looked up): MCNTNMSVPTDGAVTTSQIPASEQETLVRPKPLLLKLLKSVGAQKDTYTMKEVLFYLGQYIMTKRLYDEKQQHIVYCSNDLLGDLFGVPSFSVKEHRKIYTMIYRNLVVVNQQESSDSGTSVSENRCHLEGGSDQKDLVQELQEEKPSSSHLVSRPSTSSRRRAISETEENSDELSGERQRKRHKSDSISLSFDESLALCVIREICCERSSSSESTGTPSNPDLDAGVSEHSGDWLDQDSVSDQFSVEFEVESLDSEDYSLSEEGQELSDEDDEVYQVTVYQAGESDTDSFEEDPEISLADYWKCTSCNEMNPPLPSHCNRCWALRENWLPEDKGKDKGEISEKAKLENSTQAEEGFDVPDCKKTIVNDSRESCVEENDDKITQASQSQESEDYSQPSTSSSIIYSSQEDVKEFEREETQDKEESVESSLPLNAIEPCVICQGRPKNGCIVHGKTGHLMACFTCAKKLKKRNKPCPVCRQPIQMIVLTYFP
XBP1 UPR activ = activators of adaptive XBP1 UPR arm, primary screen, cell-based, CHO-XBP1 luciferase reporter, luminescence, uHTS. IRE1-XBP1 UPR activation; percent of tunicamycin response, DMSO as zero. activation, % at 20 µM. actives 0.33% (n = 330,000);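 active = versus positive control, 20 µM dose yields 30% or more activation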;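 also: 100% = tunicamycin at 10 µg/mL and 0% = DMSO only wells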
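Material: CHO-XBP1 cells stably carrying IRE1-XBP1-driven luciferase reporter | Medium: F12 with 10% serum | Compound dosing: 20 µM single concentration, DMSO 1% | Incubation: Overnight seeding at 37 °C, 6 h compound treatment at 37 °C | Detection: Steady-Glo luminescence read | Read-out basis: % activation of reporter signal versus tunicamycin and DMSO controls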
Jurkat NFkB inh = inhibitors of induced NF-kB luciferase reporter, primary screen, TCR NF-kB activation inhibitor project, cell-based, luminescence, uHTS; inhibition, % at 4 µM; Jurkat, PMA/ionomycin-induced NF-kB luciferase reporter; actives 0.53% (n = 330,000); in the data active = inhibition above about 50%
TIM10 inh = growth inhibitors of isogenic TIM10 control yeast, primary screen, counter-screen for tim10-1 yeast inhibitor project, luminescence, uHTS. S. cerevisiae TIM10 strain growth, BacTiter-Glo luminescence, 24 h. inhibition, % at 10 µM. actives 1.4% (n = 330,000). AID 463195, 2010;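 active = inhibition of 40% or more at the single tested concentration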;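 also: wild-type TIM10 isogenic control strain grown at permissive 25 °C; 0% = DMSO yeast wells and 100% = minimal medium wells without yeast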
An asterisk follows results filed as active; / = no result given.

SMILES	tim10-1 inh	CHOP UPR activ	697 NFkB inh	tim23-1 inh	Mdm2-MdmX inh	XBP1 UPR activ	Jurkat NFkB inh	TIM10 inh
Cc1cc(C)n(-c2cc(N3CCN(C(=O)c4cccc(F)c4)CC3)ccc2[N+](=O)[O-])n1	17	1.0	-2	17	2	-1	15	3
CC(C)C(=O)Nc1ccc(O)c(-c2csc(N)n2)c1	3	3.1	3	12	-24	2	4	12
CC(C)NC(=O)NC(=O)CN1C(=O)NC(Cc2c[nH]c3ccccc23)C1=O (stereo unspecified)	-17	1.5	15	4	-2	3	-1	-6
c1ccc(Cn2nnc3c(NCC4CCCO4)ncnc32)cc1 (stereo unspecified)	6	-0.7	12	-13	-2	-1	22	11
COc1ccc(/C=N/NC(=O)C2(O)c3ccccc3-c3ccccc32)cc1	-6	0.6	9	11	2	-1	3	-7
COC(=O)C1=C(Nc2ccccc2NS(=O)(=O)c2ccc(C(F)(F)F)cc2Cl)CSC1	38	1.6	-6	54*	9	1	1	34
Cc1cccc(NCc2n[nH]c(=S)n2-c2ccccc2)c1	15	-1.1	-8	5	-30	0	12	2
Cc1nnsc1C(=O)N/N=C/c1cccc(C(F)(F)F)c1	18	0.8	1	4	-15	2	5	11
Cc1ccc2[nH]c(O)c(N=Nc3nc4ccccc4s3)c2c1	9	0.9	-13	12	68*	-2	-15	3
COc1ccc(OC)c(NC(=O)C2CCN(c3ncccn3)CC2)c1	15	-1.0	20	12	16	1	7	-8
O=C(Cn1nc(-c2ccc(Cl)cc2)ccc1=O)NCCCN1CCN(Cc2ccccc2)CC1	3	1.2	12	-19	29	-2	-3	-1
Cc1ccc(S(=O)(=O)N2CCN(C(=O)c3c(-c4ccccc4)noc3C)CC2)c(C)c1	7	-0.4	2	2	22	-2	11	15
Cc1ccc(S(=O)(=O)N2CCC(C(=O)N[C@@H](C)C(=O)Nc3ccc4c(c3)OCO4)CC2)cc1	16	5.6	-11	-19	6	6	-14	-2
N#Cc1cn(Cc2ccncc2)c(=O)[nH]c1=O	-6	-0.1	-2	0	21	-5	-11	-10
Cc1ncc([N+](=O)[O-])n1CCOC(=O)Nc1ccc([N+](=O)[O-])cc1	1	1.5	-6	-13	25	1	0	11
O=C(Nc1ccc(Br)cc1)c1cccc(S(=O)(=O)Nc2ccccn2)c1	11	0.2	-13	13	5	-3	3	10
O=C(CN1CCN(S(=O)(=O)c2cc(Cl)ccc2Cl)CC1)Nc1ccc2c(c1)OCCO2	16	2.6	4	32	27	-6	-13	-15
COCCn1c(CN2CC(C)CC(C)C2)nc2c1c(=O)n(C)c(=O)n2C (stereo unspecified)	17	-0.4	-3	12	-12	-1	5	1
CC1CCN(S(=O)(=O)c2ccc3[nH]c(=O)ccc3c2)CC1	9	-1.4	10	3	21	1	-10	10
Clc1cccc2c1CCN(Cc1nc(-c3cnccn3)no1)C2	8	-0.8	9	13	12	0	8	-2
COc1ccc(OC)c(N(CC(=O)N2CCCC2)S(=O)(=O)c2ccc(OC)c(OC)c2)c1	4	0.7	8	7	8	-2	14	10
Cc1ccc(OCC(=O)Nc2cc(C(C)(C)C)on2)cc1C	-3	3.7	-17	26	15	-1	-14	-19
Cc1cc(C)c(NC(=O)CN2C(=O)CC(C)S(=O)(=O)c3ccccc32)c(C)c1 (stereo unspecified)	3	3.5	-14	3	13	-7	2	1
CN(CC(=O)NCc1ccccc1F)S(=O)(=O)c1ccc(Cl)cc1	9	-0.1	-2	14	-22	-3	0	3
COc1ccc(CCNS(=O)(=O)c2ccc([N+](=O)[O-])cc2)cc1OC	9	0.5	12	11	12	-2	-5	-4
CC(OC(=O)Cc1ccsc1)C(=O)Nc1ccc(Cl)cn1 (stereo unspecified)	6	2.5	21	14	11	-2	17	16
N#CCc1c(C#N)c(N)nc(N2CCN(Cc3ccc4c(c3)OCO4)CC2)c1C#N	24	-1.7	-15	7	7	-1	1	-1
COc1ccc(NC(=O)CN2CCN(S(=O)(=O)c3ccc(Br)cc3)CC2)c(OC)c1	19	1.1	-2	1	28	-2	11	-6
Cn1cccc1Cc1nnc(SCC(=O)Nc2nccs2)n1CCc1ccccc1	19	0.2	15	14	-4	-3	-2	5
O=C1CC(C(=O)Nc2cccc(Cl)c2)n2ncnc2N1 (stereo unspecified)	1	0.1	16	6	-14	2	-13	-16
O=C(NCC1CCCO1)c1cc(S(=O)(=O)Nc2ccc(Br)cc2)ccc1Cl (stereo unspecified)	-8	-2.0	-10	-5	25	-2	2	-1
O=C(c1ccc(F)cc1Cl)N1CCN(CCc2ccccc2)CC1	-7	-0.6	-2	-6	-13	-2	-7	-4
CCn1nnc2cc(C(=O)OCC(=O)N(C)Cc3cccc(F)c3)ccc21	8	1.8	-2	15	4	2	-14	4
CCc1nn(C(CC)C(=O)NCC(C)c2ccccc2)c(=O)c2cc3occc3n12 (stereo unspecified)	37	1.5	3	31	18	-1	4	9
COc1ccc(OC)c(C(=O)COC(=O)c2cccnc2Cl)c1	7	0.0	-19	31	-40	2	-12	13
CC1(C)CC(=O)C=C(c2cccs2)C1	0	1.0	9	17	-17	3	12	4
CCNc1nc(C)cc(COC)c1C#N	11	-1.7	4	0	1	0	1	-12
CCOc1ccc(NC(=O)CSc2nc3c(c(=O)n2-c2ccccc2OC)SCC3)cc1	7	-1.6	-21	10	-24	1	-12	8
CCC1(C)Cc2c(c(=O)n(-c3ccccc3)c3ncnc(N)c23)CO1 (stereo unspecified)	-19	-1.7	10	-26	22	2	-8	5
O=[N+]([O-])c1cc(/C=N/Nc2nc(N3CCCCC3)nc(N3CCCCC3)n2)ccc1O	49*	1.1	-19	50*	-12	-1	-2	52*
COc1cc(OC)cc(C(=O)N2CCN(C(=O)c3cccs3)CC2)c1	-9	-0.8	-11	18	19	-3	-16	-9
O=C(CCNC(=O)C1CCN(S(=O)(=O)c2ccccc2)CC1)NCc1ccccn1	-9	0.3	6	-17	11	0	5	-4
CC(C)c1ccccc1N1CC(C(=O)O)CC1=O (stereo unspecified)	4	0.8	6	7	24	-3	6	4
Cc1ccc(S(=O)(=O)N(C)C)cc1NC(=O)COC(=O)CCC1CCCC1	-1	3.0	16	9	-4	1	4	7
O=C(Nc1ccc(S(=O)(=O)O)cc1)c1ccc2c(c1)S(=O)(=O)c1ccccc1C2=O	-30	0.8	12	-2	11	-2	5	5
CCOc1cccc(CN2CCCC(C(=O)Nc3cccc(-n4cccn4)c3)C2)c1 (stereo unspecified)	15	-1.0	16	11	25	-9	9	0
O=c1oc(-c2ccccc2F)nc2c1cnn2-c1ccccc1	33	-1.1	-73	56*	17	2	-10	39
O=C(O)Cc1ccc(NS(=O)(=O)c2ccccc2Br)cc1	12	-0.9	-5	14	7	1	-1	-3
COc1ccc(C(=S)N2CCCC2)cc1Br	5	-0.9	16	11	36	-4	6	-9
COC(=O)[C@@]1(Cc2ccccc2)[C@H]2C(=O)N(Cc3ccccc3)C(=O)[C@H]2[C@H]2CN=C(SCc3ccc(C#N)cc3)N21	29	6.5	-13	45	91*	-2	/	18
(more compounds)
SMILES	tim10-1 inh	CHOP UPR activ	697 NFkB inh	tim23-1 inh	Mdm2-MdmX inh	XBP1 UPR activ	Jurkat NFkB inh	TIM10 inh
Cc1cc(C)n(C(=O)CNC(=O)c2ccc3c(c2)OCCO3)n1	-10	1.3	16	0	20	2	-1	-5
CCn1c(=NC(=O)CSC(C)=O)sc2ccccc21	10	-3.4	18	14	-14	1	3	8
CNC(=S)N1CCC(n2cnc3ccccc32)CC1	7	-1.1	11	0	4	2	-4	5
Cc1ccccc1SCC(=O)NCC(c1ccc(F)cc1)N1CCOCC1 (stereo unspecified)	16	-1.7	2	20	20	0	-7	16
COc1ccc(NC(=O)CSc2ccc(-c3ccco3)nn2)c(OC)c1	10	-2.2	-4	19	12	-6	31	-19
COc1ccc(C(=O)NCC(=O)NC2=NCCS2)cc1	-4	2.3	7	3	-26	-1	1	-11
COc1ccc(-c2csc(Nc3ccccc3)n2)cc1	46*	4.2	-172	54*	-200	0	-196	61*
O=C(NCCc1ccccn1)C1CC(=O)N(Cc2ccccc2Cl)C1 (stereo unspecified)	2	1.0	-14	10	12	-2	-11	2
Cn1c(CBr)c(C(=O)c2ccc([N+](=O)[O-])cc2)c(=O)n(C)c1=O	-10	-1.0	-9	-5	14	1	-2	-18
COc1ccc(N(CC(=O)N2CCOCC2)S(C)(=O)=O)cc1	-9	1.7	-6	-6	-2	0	-11	-4
CN(c1ccc(C(=O)NCc2ccccn2)cc1)S(=O)(=O)c1ccc(Cl)cc1	14	-0.5	-5	11	-14	-4	-3	4
O=C(Cn1cnc2c(oc3nc4c(cc32)CCCC4)c1=O)Nc1ccccc1	-10	-0.9	-24	11	-9	6	-8	7
Cc1ccc(CNS(=O)(=O)c2cccc3nsnc23)cc1	1	0.3	4	11	-13	-1	-4	11
Cc1ccc(Nc2nc(C(=O)NCCCN3CCOCC3)cs2)cc1	1	0.7	13	11	-22	1	0	-5
O=C(c1cc2c(ccc3ccccc32)oc1=O)N1CCN(CCO)CC1	5	1.1	-6	11	10	-3	-7	4
COc1ccc([N+](=O)[O-])cc1NCc1ccco1	14	-2.0	-14	16	-5	0	-6	4
CCN(CC)C(=O)c1sc(NC(=O)c2cccc([N+](=O)[O-])c2)c(C#N)c1C	-3	3.9	-48	-3	-20	0	3	-2
O=C(COc1ccc(Cl)cc1)NNC(=O)C(=O)N1CCCCC1	1	-2.0	-6	10	-24	-2	-12	-12
COc1cccc(C(c2nnnn2Cc2ccccc2)N2CCN(C3CCCC3)CC2)c1OC (stereo unspecified)	14	0.8	-1	10	17	-5	23	-9
O=C(Cc1c[nH]c2ccccc12)NNC(=O)c1ccccc1	-15	-1.3	11	5	-26	1	8	3

Reformatted as labelled records: 4 of the compounds above.
COc1ccc([N+](=O)[O-])cc1NCc1ccco1
  tim10-1 inh: 14; CHOP UPR activ: -2.0; 697 NFkB inh: -14; tim23-1 inh: 16; Mdm2-MdmX inh: -5; XBP1 UPR activ: 0; Jurkat NFkB inh: -6; TIM10 inh: 4

CCN(CC)C(=O)c1sc(NC(=O)c2cccc([N+](=O)[O-])c2)c(C#N)c1C
  tim10-1 inh: -3; CHOP UPR activ: 3.9; 697 NFkB inh: -48; tim23-1 inh: -3; Mdm2-MdmX inh: -20; XBP1 UPR activ: 0; Jurkat NFkB inh: 3; TIM10 inh: -2

O=C(COc1ccc(Cl)cc1)NNC(=O)C(=O)N1CCCCC1
  tim10-1 inh: 1; CHOP UPR activ: -2.0; 697 NFkB inh: -6; tim23-1 inh: 10; Mdm2-MdmX inh: -24; XBP1 UPR activ: -2; Jurkat NFkB inh: -12; TIM10 inh: -12

COc1cccc(C(c2nnnn2Cc2ccccc2)N2CCN(C3CCCC3)CC2)c1OC (stereo unspecified)
  tim10-1 inh: 14; CHOP UPR activ: 0.8; 697 NFkB inh: -1; tim23-1 inh: 10; Mdm2-MdmX inh: 17; XBP1 UPR activ: -5; Jurkat NFkB inh: 23; TIM10 inh: -9

Next part.
SMILES	tim10-1 inh	CHOP UPR activ	697 NFkB inh	tim23-1 inh	Mdm2-MdmX inh	XBP1 UPR activ	Jurkat NFkB inh	TIM10 inh
O=C(Cn1ncc2c1-c1ccccc1OC2)N1CCc2ccccc21	29	-1.2	7	32	8	-2	-3	20
COc1ccc(S(=O)(=O)/N=C2/C=CC(=O)C(C)=C2C)cc1	1	-1.0	-55	-42	7	-2	-12	4
CCc1ccc(S(=O)(=O)NCc2cn3c(C)csc3n2)s1	31	-0.4	-1	25	21	-1	-4	14
O=C(Nc1ccc(S(=O)(=O)Nc2nccs2)cc1)C1=NN(c2ccccc2)C(=O)CC1	-5	-0.1	3	18	-2	1	0	0
